Bioassay records as filed in PubChem.
p53ts 39C kill: kills p53ts cells at the nonpermissive temperature | H1299-p53A138V viability at 39C, ATP luminescence, 24 h | Potency, µM (highest dose often 46.1 µM), without a hit: top-dose activity change, negative = cell killing, usual class: cytotoxic | 130,000 tested, 1.5% active | AID 902; further: nearly all actives have a fitted effect of over 55% in size
p53ts 32C tox: p53ts cell cytotoxicity, permissive temperature. H1299-p53A138V at 32C, ATP luminescence viability, 24 h. 130,000 tested, 0.93% active. Potency, µM (highest dose often 46.1 µM), without a hit: at the top dose activity change, negative = cytotoxicity, actives largely listed as cytotoxic;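 further: 0% = DMSO and -100% = full killing by reference compound; nearly all actives have a fitted effect of over 55% in size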
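H1299-p53 A138V cells (temperature-sensitive p53) exposed 24 h to up to 46 uM compound at 32C, where p53 is wild-type in conformation. Viability read as ATP luminescence and normalised to DMSO and 100 uM tamoxifen. AC50 fitted with the Hill equation.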
Imprint erasure: induces erasure of genomic imprints in mouse ES cells. Potency, µM (series often up to 60.7 µM), inactives show at the top dose activity change, positive = activation, most hits filed as activators. mouse ES Peg3-LacZ reporter, beta-gal luminescence, 40 h. AID 1948. 110,000 tested, 0.02% active;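 further: 0% = negative control wells on the plate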
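Readout: BetaGlo luminescence (5 min, room temp) for LacZ from the normally silent maternal Peg3 allele in female Peg3LacZ-Neo ES cells. Cells 300/well, 40 h, 37C, 5% CO2. Data normalized per plate to negative controls.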
IkB signaling: inhibitors of IkB signaling in ABC-DLBCL cells; ABC-DLBCL IkBa-CBG/CBR dual luciferase ratio, 4 h; response scale: scaled: untreated 0%, proteasome inhibitor 100%; Potency, µM (series often up to 57.1 µM), for the others: at the top dose IkBa stabilization activation; 110,000 tested, 0.04% active; active means well fitted curve in the direction sought with a large enough effect in the signal ratio, not every such curve was filed as active; inconclusive means small, poorly fitted or top-dose-only effect, or a change in a side signal; the % refers to the signal ratio;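 further: the direction sought is a rising ratio; 0% = basal untreated cells and 100% = reference inhibitor full response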
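In this assay, an IκBα–CBG68 fusion accumulates when IKK-driven degradation is blocked; native CBR normalizes for cell number. OCI-Ly3 cells were treated 4 h with compound and doxycycline, then green and red light read after Chroma-Glo addition.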
* marks the source's active call; other numbers are inactive results; ? = inconclusive; . = no result given; ! = repeats disagree; [ ] = dose if it differs, or a comment. Unless noted, the call rests on the fitted dose curve; in most records, active means well fitted curve in the direction sought with a large enough effect; inconclusive means small, poorly fitted or top-dose-only effect, or another doubt; inactive means no such curve, though single readings can be large; an effect the other way counts as inactive or inconclusive. Unless noted, on the % scale 0 is the no-effect control and ±100 the full control effect; potency means the concentration at half of the fitted maximal effect. Rows are unselected; overall some 1.7% were active at least once.

SMILES,IkB signaling,p53ts 39C kill,p53ts 32C tox,Imprint erasure
CCOc1ccc(-c2nc3c(c(SCC(=O)Nc4ccccc4C)n2)Cc2ccccc2O3)cc1,3.8%,-3.2%,11.4%,-4.8%[10.9 µM]
COC(=O)C(C)Sc1nnc(Cc2cc(=O)[nH]c(=O)[nH]2)n1-c1ccc(OC)cc1 (configuration not stated),0.0%,4.5%,-0.6%,-4.4%
CC1CC(C)CN(CCCNC(=O)CC2Oc3ccccc3NC2=O)C1 (configuration not stated),2.6%,-2.7%,5.4%,4.1%
CC(Oc1ccccc1)C(=O)Nc1ccc(C(N)=O)cc1 (configuration not stated),-2.1%,13.1%,8.0%,0.7%
CN1CCN(CCCN2c3ccccc3Sc3ccc(Cl)cc32)CC1,-0.4%[25.6 µM],20µM*,15.8µM*!,-24.2%
COc1ccc(NC(=O)Nc2ccccc2C)c(OC)c1,.,-3.0%,5.4%,.
Cc1cnc(CNc2nc(-c3ccc4c(c3)OCO4)nc3ccccc23)cn1,-2.5%[11.4 µM],-3.0%,-8.7%,-11.8%
CCn1nc(C)c(NC(=O)CSc2nnc(-c3ccco3)n2C)c1C,-2.4%,2.3%,0.1%,-6.7%
CNC(=O)CSc1nnc(CCc2ccccc2)n1-c1ccccc1,2.8%,6.6%,8.4%,-11.7%
COc1ccccc1N1CCN(CC(=O)Nc2ccc(C)c(F)c2)CC1,?,-11.4%,-0.5%,-9.7%
O=C(OCC(=O)N1CCCc2ccccc21)c1ccc(Br)o1,-2.5%,-4.9%,-1.1%,-3.3%
COc1cc2nc(SCc3cccc(Cl)c3)n3nc(CCn4nc(C)cc4C)nc3c2cc1OC,1.3%,22.3%,12.1%,2.8%[10.9 µM]
CC(=O)OC(Cn1ccnc1)c1ccccc1 (configuration not stated),0.2%,16.1%,6.4%,-22.4%
Nc1ncnc2oc(-c3ccco3)c(-c3ccco3)c12,-0.1%,1.6%,10.0%,8.3%
CCOc1ccc(/C=C2/C(=O)N(c3ccc(OC)cc3)C(=S)N2CC(=O)OC)cc1OCC,.,20.0%,-14.1%,.
O=C(Nc1ccccc1C(F)(F)F)N1Cc2ccccc2Oc2ncccc21,-1.9%,4.8%,0.0%,-5.9%[10.9 µM]
COc1ccccc1NC(=O)Cn1c(=O)n(Cc2ccco2)c(=O)c2oc3ccccc3c21,?,11.3%,5.3%,-16.1%[10.9 µM]
Cc1ccc(NC(=O)CN2C(=O)C(c3ccc(C(C)(C)C)cc3)=NC2(C)C)cc1,0.1%,-7.0%,-1.9%,-6.6%[10.9 µM]
O=C(CSc1nnc(NCc2ccccc2)s1)c1ccco1,0.5%,-7.3%,2.7%,-6.2%
Cc1ccc(CNS(=O)(=O)c2ccc(C(=O)N(C)C)s2)cc1,-2.9%,7.8%,-10.9%,-7.6%[10.9 µM]
O=C(Nc1ccc(N2CCCC2)cc1)c1cccc(F)c1,?,5.01µM*,7.94µM*,-84.8%[inhibitor]
Cc1ccc2cc(CCNC(=O)CC(C)C)c(=O)[nH]c2c1,0.8%,16.0%,3.5%,9.6%
C=CCn1c(COc2ccccc2)nnc1SCC(=O)Nc1ccc(S(N)(=O)=O)cc1,5.6%,-4.8%,1.3%,-10.5%
COc1cccc(C(=O)NCc2nnc(SCC(=O)Nc3nccs3)n2-c2cccc(C)c2)c1,-1.4%,-6.9%,6.4%,-7.4%
CCOC(=O)c1ccc(N2C(=O)c3n[nH]c(C)c3C2c2cccnc2)cc1 (configuration not stated),-0.8%,3.1%,6.3%,-17.8%
O=C(CN1CCN(c2ccccn2)CC1)Nc1ccc(Cl)c(C(F)(F)F)c1,0.6%,-5.9%,-1.1%,-4.4%
COc1ccc(N(Cc2cc3cc(OC)ccc3[nH]c2=O)C(=O)c2cccnc2)cc1,0.6%,1.0%,-5.3%,5.9%
COc1ccc2nc(SCC(=O)N3CCCCCC3)c(C#N)cc2c1,2.6%,-1.8%,3.5%,.
CCc1cccc(NC(=O)CSc2ncc3c(n2)-c2ccccc2N(CC)S3(=O)=O)c1,0.7%,-10.9%,-0.6%,-4.1%[10.9 µM]
CCc1ccc(S(=O)(=O)c2cn(Cc3ccccc3)c3cc(F)c(F)cc3c2=O)cc1,?,-0.8%,-5.6%,19.2%[10.9 µM]
CCS(=O)(=O)N1CCC(C(=O)N2CCOCC2)CC1,-1.0%,-1.4%,-5.5%,-8.3%
COc1ccc(-c2nnc(SCC(=O)N3CCCC3)o2)cc1OC,0.0%,-1.5%,4.6%,-7.6%
Cc1cc(=O)[nH]c(SCn2nnc3ccccc3c2=O)n1,-0.4%,2.0%,3.5%,-4.5%
COC(=O)C1C(c2ccccc2)C(C(=O)OCc2ccco2)C1c1ccccc1 (configuration not stated),.,?,-10.6%,.
Cc1ccc(C)c(N2CCN(C(=O)CCS(=O)(=O)c3cc(Br)cc4c3N(C(=O)C3CC3)CC4)CC2)c1,2.3%,9.0%,7.2%,4.0%[10.9 µM]
Cc1ccc2c(c1)N(CC(=O)N(Cc1ccccn1)Cc1ccco1)C(=O)C(C(C)C)O2 (configuration not stated),.,19.3%,4.4%,.
Cc1cc2ccccc2c(=O)n1CC(=O)NCC(=O)N1CCCC1,-0.7%,-1.2%,10.8%,-3.0%
O=C(OCc1nnc(-c2ccccc2)o1)C1CCN(S(=O)(=O)c2cccs2)CC1,0.5%,5.1%,7.3%,14.3%
CN(C)CCO[C@@H](c1ccc(Cl)cc1)c1ccccn1,-2.1%[25.6 µM],5.6%[20.6 µM],-0.2%[20.6 µM],-19.5%[16.8 µM]
O=C(NC1CCCCCC1)c1cccc(N2CCCC2=O)c1,1.8%,-29.0%,-25.4%,-70.2%[inhibitor]
CC1=C(C(=O)OCc2ccccc2)C(c2cccc([N+](=O)[O-])c2)NC(=O)N1CCCCCC(=O)O (configuration not stated),.,4.2%,8.5%,-5.9%
O=c1cccc(-c2ccccc2)[nH]1,0.6%,-4.5%,10.2%,1.8%
CCCC1(C(=O)OCC)NC(c2ccc(N(C)C)cc2)C2C(=O)N(c3ccc(OCC)cc3)C(=O)C21 (configuration not stated),1.2%,-2.5%,-1.4%,-15.9%
Oc1ccc(C=Nc2cccc3ncccc23)c(O)c1,1.7%,-10.7%,-14.0%,10.1%
CCOC(=O)c1cc2n(c1C)-c1ccccc1C2=O,-3.2%,-19.7%,4.3%,-6.8%
Cc1c(Cl)cccc1NC(=O)CSc1nc(=O)n(Cc2ccncc2)c2c1CCC2,?,4.3%,0.4%,-8.7%[10.9 µM]
CCCn1c2c(c(O)c(C(=O)Nc3ncccc3C)c1=O)CCCC2,-1.7%,13.3%,0.5%,-1.2%
CCOC(=O)c1c(C)[nH]c(C)c1S(=O)(=O)N1CCC(C(=O)NCc2ccc(F)cc2)CC1,?,10.2%,-2.5%,-3.3%[10.9 µM]
COc1ccc(OC)c(NC(=O)CN2CCCN(Cc3cc(C)ccc3C)S2(=O)=O)c1,-0.5%,-8.4%,-3.9%,-5.6%[10.9 µM]
Cc1nc2ccccc2c(=O)n1CCCn1ccnc1,1.3%,-3.2%,3.0%,14.8%
COc1ccccc1-n1c(SCC(=O)NC2CCCC2)nc2cccnc21,0.6%,6.4%,3.5%,-1.1%
CC1(C)CC(=O)c2cc(C(=O)NCc3ccco3)c(=O)n(-c3ccc(Cl)cc3)c2C1,2.3%,-0.1%,-0.2%,19.6%
CCOC(=O)Cn1c(=O)c2c(nc(Br)n2Cc2ccccc2)n(C)c1=O,1.3%,-6.4%,-3.2%,-4.8%
COc1ccc(COC(=O)c2n[nH]c3ccccc23)cc1F,?,-0.7%,10.4%,-14.9%
CCn1c(=O)cc(OCC(=O)N2CCCC2)c2ccccc21,5.7%,-5.0%,2.0%,-13.4%
O=C(CSC1=Nc2ccccc2N=C(c2ccc(F)cc2)C1)NCc1ccc(Cl)cc1,?,1.3%,6.0%,-10.1%[10.9 µM]
CCC1CCCCN1C(=O)CSc1nnc(CNC(=O)c2ccco2)o1 (configuration not stated),3.2%,11.9%,21.3%,?
N#Cc1ccc(CSc2nnc(-c3ccccn3)n2-c2ccccc2)cc1,-1.0%,-3.8%,-11.5%,-5.9%
COC(=O)C/C=C\[C@@H](C)[C@@H](/C=N\OC[C@@H](C)[C@H](OCc1ccccc1)C(C)C)NS(=O)(=O)c1ccc(C)cc1,.,2.2%[9.22 µM],0.9%[9.22 µM],.
Cc1cccc(-c2nc(CCNC(=O)c3ccco3)cs2)c1,-3.6%,-25.0%,4.8%,9.0%[10.9 µM]

Going on with the list:
SMILES,IkB signaling,p53ts 39C kill,p53ts 32C tox,Imprint erasure
Clc1ccc(COn2nnc3ccccc32)c(Cl)c1,-0.5%,-10.4%,-9.1%,-18.0%
C/C(O)=C\c1nc(=O)c2c(C)cc(C)nc2n1-c1ccccc1,-1.4%,3.4%,8.3%,-1.7%
CCN(C(=O)Cc1c(C(=O)O)[nH]c2ccccc12)c1cc(OC)ccc1OC,0.2%,-1.2%,-2.2%,-2.8%
COc1cc(/C=C(\C#N)C(=O)NCC2CCCO2)ccc1O (configuration not stated),-0.6%,24.2%,-2.8%,-11.3%[10.9 µM]
c1nc(N2CCOCC2)c2c3c(sc2n1)CCCC3,?,3.6%,7.1%,-7.3%
COc1ccc(Nc2cc(C(=O)NCCc3ccccc3)c3ccccc3n2)cc1OC,-0.5%,1.5%,1.5%,-7.5%[10.9 µM]
COc1cccc(C2/C(=C(/O)c3ccc(F)cc3)C(=O)C(=O)N2CCN(C)C)c1 (configuration not stated),-0.2%,5.5%,-0.2%,-11.4%
COc1cccc(-c2nn3c(-c4cc(C)[nH]n4)nnc3s2)c1,0.9%,-2.1%,6.9%,8.0%
O=C(NCc1ccc(Cl)cc1)c1ccc(COCC(F)(F)F)o1,2.3%,-17.9%,-9.9%,-9.9%
O=c1c2sccc2n(Cc2cc(=O)n3ccccc3n2)c(=O)n1-c1cc(F)ccc1F,-1.7%,-9.5%,-1.0%,7.9%[10.9 µM]
Cc1ccc(CN2C(=O)N(c3ccc(C)c(Cl)c3)S(=O)(=O)c3ccccc32)cc1,-3.9%,16.3%,0.5%,7.9%[10.9 µM]
Cc1ccc(-c2noc(C3CCCN(C(=O)C4CCCCC4)C3)n2)o1 (configuration not stated),1.1%,-9.9%,2.3%,-8.4%
N#CCCn1nc(-c2ccccc2)cc1Nc1ccccc1NC(=O)c1cccs1,1.6%,12.7%,-2.9%,-11.3%
CCCCc1ccc(NC(=O)c2cc(-c3ccc(C)c(F)c3)on2)cc1,?,-22.5%,1.1%,-11.7%[10.9 µM]
O=C(NCCCc1ccccc1)C1CCN(C(=O)N2CCOc3ccc(Cl)cc32)CC1,-1.1%,-20.7%,7.3%,-9.2%[10.9 µM]
COC(=O)CN(c1ccc(F)cc1)S(=O)(=O)c1ccccc1,-0.6%,-1.4%,-1.8%,-6.2%
CCN(CC)CCN=CC1=C(O)CNC1=O,-1.9%,16.0%,1.4%,?
CC1=Nc2ccc(C)cc2N(Cc2ccccc2)C(=O)C1,1.6%,0.1%,12.9%,-12.0%
CN(C1CCCCC1)S(=O)(=O)c1ccc2c(c1)c(=O)c(C(=O)NCCc1ccccc1)cn2C,?,-1.1%,-0.7%,14.9%[10.9 µM]
CCOC(=O)C1Cc2ccccc2C(=O)O1 (configuration not stated),-0.3%,8.3%,1.2%,-0.3%

Whole records as entered above.
Profile of N#CCCn1nc(-c2ccccc2)cc1Nc1ccccc1NC(=O)c1cccs1 : IkB signaling: 1.6%; p53ts 39C kill: 12.7%; p53ts 32C tox: -2.9%; Imprint erasure: -11.3%
Profile of COC(=O)CN(c1ccc(F)cc1)S(=O)(=O)c1ccccc1 : IkB signaling: -0.6%; p53ts 39C kill: -1.4%; p53ts 32C tox: -1.8%; Imprint erasure: -6.2%
